GPR151 activ: activates the human receptor GPR151; AID 1508602; activation, % at 11.2 µM; hit rate 1% among 650,000; Q8TDV0; PathHunter beta-arrestin GPR151 cells, luminescence; in the data active = activation above about 4.9%;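 note: 0% = median of compound wells and 100% = cells with positive control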
Target sequence (Q8TDV0 whole entry, looked up): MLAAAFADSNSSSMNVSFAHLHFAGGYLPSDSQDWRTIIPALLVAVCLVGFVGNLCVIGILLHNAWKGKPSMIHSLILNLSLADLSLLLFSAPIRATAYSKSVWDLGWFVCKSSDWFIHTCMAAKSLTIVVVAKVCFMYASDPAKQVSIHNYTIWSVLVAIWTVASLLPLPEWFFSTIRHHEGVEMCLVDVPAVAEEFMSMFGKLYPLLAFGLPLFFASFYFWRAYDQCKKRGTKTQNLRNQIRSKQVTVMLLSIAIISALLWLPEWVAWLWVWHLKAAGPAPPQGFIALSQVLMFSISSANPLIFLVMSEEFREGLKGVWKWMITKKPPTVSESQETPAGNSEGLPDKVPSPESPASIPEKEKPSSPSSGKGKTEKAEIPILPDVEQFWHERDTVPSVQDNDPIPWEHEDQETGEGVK
MITF primary: blocks human microphthalmia-associated transcription factor | O75030 | AlphaScreen MITF homodimerization, bead proximity signal | inhibition, % at 2.6 µM | hit rate 0.91% among 650,000 | AID 1259374; in the data active = inhibition above about 50%;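 note: 0% = vehicle wells with protein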
FBW7 act: human FBW7 E3 ligase activation, primary screen | Q969H0 | hit rate 0.13% among 650,000 | normalized activity (activation), % at 26.1 µM | AID 1259310 | AlphaScreen FBW7–phospho-cyclin E peptide binding, activator screen; in the data active = normalized activity above about 1.9%;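 note: purified mutant Fbw7 with reduced substrate affinity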
Target sequence (Q969H0 whole entry, looked up): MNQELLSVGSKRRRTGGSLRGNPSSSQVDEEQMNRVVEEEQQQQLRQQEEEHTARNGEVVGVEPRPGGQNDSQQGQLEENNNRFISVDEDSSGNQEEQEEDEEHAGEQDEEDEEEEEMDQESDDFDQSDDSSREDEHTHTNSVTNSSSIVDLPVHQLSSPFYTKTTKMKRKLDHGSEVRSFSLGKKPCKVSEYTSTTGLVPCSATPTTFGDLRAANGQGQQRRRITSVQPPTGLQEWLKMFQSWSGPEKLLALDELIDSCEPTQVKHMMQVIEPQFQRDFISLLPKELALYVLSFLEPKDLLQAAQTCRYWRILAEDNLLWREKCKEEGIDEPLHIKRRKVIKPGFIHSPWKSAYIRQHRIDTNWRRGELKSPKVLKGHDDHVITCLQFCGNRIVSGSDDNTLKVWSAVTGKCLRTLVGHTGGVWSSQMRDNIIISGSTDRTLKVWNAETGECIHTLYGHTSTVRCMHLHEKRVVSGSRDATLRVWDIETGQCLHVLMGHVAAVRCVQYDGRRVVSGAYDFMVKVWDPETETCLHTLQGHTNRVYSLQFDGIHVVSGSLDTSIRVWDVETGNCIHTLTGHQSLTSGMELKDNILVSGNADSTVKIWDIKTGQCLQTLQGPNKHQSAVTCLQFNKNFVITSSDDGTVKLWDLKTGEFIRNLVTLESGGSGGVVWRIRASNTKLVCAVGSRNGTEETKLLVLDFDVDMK
TEAD-YAP block: TEAD-YAP interaction inhibition; HEK-TIYL cells, TEAD-Gal4/YAP UAS-luciferase luminescence; inhibition, % at 9.12 µM; hit rate 1.4% among 640,000; in the data active = inhibition above about 32%;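 note: 0% = median of test compound wells and 100% = reference inhibitor wells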
Active calls of the source: *; . = no result given. Outcome played no part in choosing rows; any-hit rate near 3.5%.

Order of values: MITF primary, GPR151 activ, TEAD-YAP block, FBW7 act
CC(=O)c1ccccc1NC(=O)/C(=C/c1ccc2c(c1)OCO2)NC(=O)c1ccccc1Br
→ 13, -1.0, 19, -0.1
CC(C)CCNC(=O)CN(C(=O)CCC(=O)Nc1ccccn1)C1CCCC1
→ -1, 1.4, 30, 0.2
N#C/C(=C\c1ccccc1)C(=O)NNC(=O)c1ccc(Br)cc1
→ -12, -1.5, -1, 0.2
COc1ccccc1C1SCCN1C(=O)c1cc2cc(Br)cc(Br)c2oc1=O (stereo not given)
→ 9, -0.6, 0, 0.0
CC(C)CNCC1COc2ccccc2O1 (stereo not given)
→ -14, 0.4, -2, 0.4
CCOC(=O)c1c(NC(=O)COc2ccc(Cl)cc2Br)sc(C(C)=O)c1C
→ -6, -0.6, 4, 0.0
Cc1sc2nc(C(C)C)n3c(=O)n(Cc4ccncc4)nc3c2c1C
→ -9, -0.6, 2, 0.0
O=C(Nc1cccc(NC(=O)c2cc(Br)ccc2Cl)c1)c1ccccc1Cl
→ 4, 1.0, 12, 0.0
COC(=O)c1ccc(N2NC(=O)/C(=C/c3cc(OC)c(OC)c(OC)c3)C2=O)cc1
→ -1, 0.2, 10, -0.3
CCC(C)(C)NC(=O)CN(C(=O)CCC(=O)Nc1nccs1)c1cccc(C)c1C
→ -3, -0.4, -4, 0.6
O=[N+]([O-])c1cc(C(F)(F)F)ccc1N1CCN(S(=O)(=O)c2ccc3ccccc3c2)CC1
→ -13, 4.0, 15, -0.1
O=C1C=C[C@@H](O)[C@@H]2[C@@H]3C(=O)N(Cc4ccccc4)C(=O)[C@@H]3CC[C@@H]12
→ -10, -0.1, ., -0.1
O=C1N[C@@H](Cc2ccccc2)C(=O)N2C[C@@H](NCc3cccc4ncccc34)C[C@@H]12
→ -6, -1.5, -15, -0.1
CCOC(=O)C1C(=O)CC(C)(O)C(C(=O)OCC)C1c1ccccc1OC (stereo not given)
→ 10, -0.8, 7, 0.0
COc1cc(Cl)c(C)cc1NC(=S)N(CCCN1CCCC(C)C1)Cc1cccs1 (stereo not given)
→ 1, 0.3, 0, -0.3
Cc1cnc(NC(=O)Cc2c(F)cccc2Cl)s1
→ 2, -1.1, 7, -0.2
COc1cc(/C=C2\SC(=N)N(c3nccs3)C2=O)cc(Cl)c1OC(C)=O
→ -20, -1.5, 1, 0.0
CCCNC(=O)N1CCC(c2nc3ccc(C)cc3[nH]2)CC1
→ 19, -1.2, 1, 0.0
COc1ccc(-c2nccc(Nc3cc(OC)c(OC)c(OC)c3)n2)cc1
→ 0, 1.7, 60*, -0.2
N#CCCC1(CCC#N)S(=O)(=O)CC(c2ccc(Cl)cc2)CS1(=O)=O
→ -3, 3.7, 2, 0.0
CCCNC(=O)c1ccc(I)cc1
→ -19, -1.5, -7, 0.0
COC(=O)c1c(N)n(-c2cccc(O)c2)c2nc3ccccc3nc12
→ 13, 0.9, -2, 0.1
COc1cc(/C=C2\SC(=Nc3c(C)cccc3C)N(c3ccccc3)C2=O)cc(Br)c1O
→ 8, -1.1, 19, 0.1
CCOC(=O)CSc1nc(CC)nc2sc(C)c(C)c12
→ 12, -0.5, -5, 0.3
Nc1nonc1C(=O)OCC(=O)c1ccccc1
→ 15, -0.5, 1, 0.0
COc1cc(COc2cccc3ccc(N4CCOCC4)nc23)cc(OC)c1
→ 2, 1.1, 2, 0.3
O=C(NCCO)C1CCN(c2ccc(Nc3ccc(C(F)(F)F)cc3)nn2)CC1
→ -1, 2.6, -1, -0.1
CCC(=O)O[C@H]1CCC2C3CCc4cc(O)ccc4C3CC[C@@]21C (stereo not given in full)
→ -23, 0.1, 0, 0.0
COc1ccc(C(=O)Nc2cccc(C(=O)O)c2C)cc1[N+](=O)[O-]
→ 12, -0.7, 0, -0.1
Cc1nc2cc(C(=O)NCCN3CCOCC3)ccc2n1-c1cccc(F)c1
→ 0, 2.1, 18, 0.0
O=C(N/N=C/c1ccc(Oc2ccc([N+](=O)[O-])cn2)cc1)c1cccc([N+](=O)[O-])c1
→ 2, 5.0*, 9, 0.0
CC(C)(C)C1CCc2c(sc(NC(=O)c3ccc(Cl)cc3)c2C(=O)N2CCC(C(N)=O)CC2)C1 (stereo not given)
→ -3, 1.1, 13, -0.1
COc1cccc(C(=O)Nc2cc3c4c(c2)CCC(=O)N4CCC3)c1OC
→ 0, -0.3, 13, 0.0
CC1(NC(=O)c2ccc(C#N)cc2)CCS(=O)(=O)C1 (stereo not given)
→ 8, -0.2, -2, 0.1
Cc1ccc(NC(=O)c2ccc(NS(C)(=O)=O)cc2)c(C)c1
→ 0, -0.6, 0, -0.3
CSC1=NCCN1C(=O)c1ccc(F)cc1
→ 15, -1.7, 1, 0.7
O=C1CN(S(=O)(=O)Cc2ccccc2)CC(=O)N1CCc1ccccc1
→ 10, -0.6, 7, 0.0
Cc1cc(=O)oc2cc(OCC(=O)NNC(=O)c3cccc(N(C)C)c3)ccc12
→ -3, -0.6, -33, -0.1
COc1cccc(CCC(=O)NCC2CCC3(CCN(Cc4ccccc4)CC3)O2)c1 (stereo not given)
→ 4, -0.1, 4, 0.1
Cc1cc(C)c2nc(N3CCC(C(=O)NCc4cccnc4)CC3)sc2c1
→ 2, -1.4, -4, 0.3
CCOC(=O)c1cnc2c(C)cccc2c1Nc1ccccc1OC
→ 10, -0.6, -1, 0.7
COc1cccc(-n2c(=S)sc3c(=O)n(-c4ccc(F)cc4)c(SCc4cccnc4)nc32)c1
→ -3, 0.2, -8, -0.1
COc1ccc(OCc2cc(C(=O)N(C)Cc3cccnc3)no2)c(Cl)c1
→ -7, -1.7, -22, 0.0
CCOc1cccc2cc(-c3csc(Nc4ccc(OC)cc4OC)n3)c(=O)oc12
→ -4, 0.2, -1, 0.1
COc1cc(-c2nc3ccc(C(=O)NCCc4ccc(C)cc4)cc3nc2-c2cc(OC)c(OC)c(OC)c2)cc(OC)c1OC
→ 22, 0.7, 38*, 0.5
O=C(CNS(=O)(=O)c1ccccc1)Oc1ccc2ccc(=O)oc2c1
→ 1, 1.8, -15, -0.1
CCOC(=O)C1=C(C)N=c2s/c(=C\c3ccc(N(C)C)c(Br)c3)c(=O)n2C1c1ccccc1 (stereo not given)
→ 12, 1.2, -4, 0.3
Cc1sc(NC(=O)C(C)Oc2ccccc2)c(C(N)=O)c1-c1ccc(F)cc1 (stereo not given)
→ 8, 0.6, -31, 0.1
Cc1noc(C)c1CC1(c2ccc(Cl)cc2)C(=O)Nc2ccc(F)cc21 (stereo not given)
→ -10, -0.2, 4, -0.2
CCOC(=O)c1c(NC(=O)c2ccc(Cl)cc2)sc(C(=O)Nc2cccc(Cl)c2C)c1C
→ 4, 0.6, -5, -0.2
Cc1n[nH]c(C)c1CCc1nc2c3ccccc3nc(NCCCOC(C)C)n2n1
→ 4, -0.6, 19, 0.1
COc1ccc(C2=NN(C(=O)CSc3nnc(CNC(=O)c4ccco4)n3-c3cccc(C)c3)C(c3ccc(C)cc3)C2)cc1 (stereo not given)
→ -3, -1.0, 6, 0.0
CC(C)(C)NC(=O)CC1(C(=O)O)CCCC1
→ 3, 1.1, -1, -0.1
Cc1cc(C)c(NC(=O)CSc2ncn[nH]2)c(Cl)c1
→ 11, -1.1, 3, -0.1
CC(C)n1c(-c2ccccc2)nc2c(Nc3ccc(N4CCOCC4)cc3)ncnc21
→ 11, -1.7, -7, -0.1
COc1ccc(CCNC(=S)NC(C)C2CCCO2)cc1OC (stereo not given)
→ -3, -1.8, 10, -0.1
COc1ccc(/C=N/NC(=O)c2ccc(Cl)cc2O)cc1
→ 4, -0.7, -11, -0.1
COc1cc(CN2CCN(C(=O)C(c3ccccc3)c3ccccc3)CC2)cc(OC)c1OC
→ 53*, -1.8, -13, -0.1
CN(C)Cc1onc(-c2ccnc(Nc3ccc(N4CCOCC4)cc3)c2)c1-c1ccc(F)cc1
→ -4, -0.1, -4, -0.4
CCN(c1cccc(C)c1)S(=O)(=O)c1ccc2[nH]cc(C(=O)N3CCN(c4ccc(OC)cc4)CC3)c(=O)c2c1
→ -12, -2.5, 0, -0.1

Reformatted as labelled records: entries from further up.
COc1ccc(/C=N/NC(=O)c2ccc(Cl)cc2O)cc1
  MITF primary: 4
  GPR151 activ: -0.7
  TEAD-YAP block: -11
  FBW7 act: -0.1

COc1cc(CN2CCN(C(=O)C(c3ccccc3)c3ccccc3)CC2)cc(OC)c1OC
  MITF primary: 53*
  GPR151 activ: -1.8
  TEAD-YAP block: -13
  FBW7 act: -0.1

(further entries)
Order of values: MITF primary, GPR151 activ, TEAD-YAP block, FBW7 act
N/C(CC(=O)Nc1cccc(Cl)c1)=N\O
→ 24, -0.3, -1, 0.0
CCOc1ccc(NC(=O)Nc2cccn(Cc3ccccc3)c2=O)cc1
→ -1, -0.3, -9, 0.0
COc1ccc(C(=O)Nc2ccccc2Cl)cc1[N+](=O)[O-]
→ 9, 0.2, -1, 0.4
CN(C)c1ccc(C(=O)N2CCN(Cc3ccccc3)CC2)cc1
→ 23, -2.3, -34, 0.2
Cc1sc2nc(SCC(=O)NCCO)n(-c3ccccc3)c(=O)c2c1C
→ 1, 0.2, 2, -0.1
CCOC(CNC(=O)c1nnc(Cc2ccc(F)cc2Cl)o1)OCC
→ -5, -0.3, 3, 0.1
CCOc1ccc(/C=N/NC(=O)COc2cccc(C)c2)cc1
→ -53, 0.5, -5, 0.1
CC(C)C1=NN2C(=N)CC(=O)N=C2S1
→ 16, -0.3, 4, 0.9
Cc1ccc(-n2c(=S)[nH]c3c(sc(=S)n3-c3cc(C)ccc3F)c2=O)cc1
→ -3, -0.1, -10, -0.1
O=C(COc1cccc(C(F)(F)F)c1)Nc1ncc(Cc2cc(Cl)ccc2Cl)s1
→ 15, -1.1, 0, -0.1
Cc1ccc(-n2c(=O)c3sccc3n(Cc3cc(=O)n4ccccc4n3)c2=O)cc1
→ 1, -0.4, 1, -0.1
O=C(NCCCN1CCCC1=O)C1CCN(c2ccc(Cl)nn2)CC1
→ 3, 2.1, 1, 0.1
COC(=O)CCC1Nc2c3ccccc3nc(=S)n2C1=O (stereo not given)
→ -12, 0.7, 3, -0.3
COCCCNC(=O)c1ccc2c(c1)nc(C)n2-c1cc(OC)c(OC)c(OC)c1
→ 5, 1.7, 3, -0.1
CCOC(=O)c1cnc2cc(Cl)c(OC)cc2c1Nc1cc([N+](=O)[O-])ccc1OC
→ -8, 0.6, 1, -0.1
COc1ccc(C(=O)Nc2ccnn2C2CCN(C(=O)c3cnc(C)cn3)CC2)cc1
→ -1, -0.6, -12, -0.1
O=C(CCc1ccccc1)Nc1cccc(Br)c1
→ 8, -1.3, -3, -0.1
O=C(O)CCC(=O)N1N=C(c2c(-c3ccccc3)c3cc(Br)ccc3[nH]c2=O)CC1c1ccccc1F (stereo not given)
→ 4, -1.8, -8, 1.5
COc1ccc2c(c1)CCN(C(=O)c1ccc(OCc3nc(C)cs3)cc1)C2
→ 4, -1.0, 0, -0.4
Cc1ccc(S(=O)(=O)NCC2COC3(CCCC3)O2)cc1C (stereo not given)
→ 7, 0.7, 2, 0.2
O=C1CSC2(C(=O)Nc3ccccc32)N1c1cccc(Br)c1 (stereo not given)
→ 0, 0.1, 12, -0.4
CCOc1ccccc1NC(=O)NCCn1ccnc1C
→ -1, 4.3, 4, -0.2
CC(O)COc1ccc(/C(=N/O)c2ccccc2)cc1 (stereo not given)
→ 5, 2.8, -13, 0.0
Cc1ccc(C(=O)NC(=S)Nc2cccnc2)c(C)c1
→ 5, 0.3, -22, -0.1
CCOC(=O)c1sc2nc(SCC(=O)N3CCCc4ccccc43)n(Cc3ccc(Cl)cc3)c(=O)c2c1C
→ 17, -1.6, 0, 0.0
COCc1ccc(-c2ccc(S(=O)(=O)C3CCN(Cc4cccnc4)CC3)cc2)cc1
→ 9, 0.3, 5, -0.1
CC1CCN(C2CCN(Cc3cccc([N+](=O)[O-])c3)CC2)CC1
→ 18, -0.4, -7, 0.0
CCOC(=O)N1CCN(CC(O)COc2ccc([N+](=O)[O-])cc2)CC1 (stereo not given)
→ -12, 5.4*, -4, -0.1
COC(=O)CSc1ccc2nnc(-c3cccc(F)c3)n2n1
→ 6, -0.6, -4, 0.1
CNC(=O)[C@@H]1C[C@@H](NCCC2=C(C)CCCC2(C)C)CN1Cc1ccccc1
→ 4, -0.7, 4, 0.7
COC(=O)C(CCSC)NC1CCCN(c2nc(C)c3ccc(C)cc3n2)CC1 (stereo not given)
→ 10, -0.1, -8, 0.3
Cc1ccc(Cl)cc1N1CCN(CC(O)CO)CC1 (stereo not given)
→ 49, 1.4, 4, 0.1
COc1ccc(Cn2nnnc2C(CC(C)C)N2CCN(C)CC2)cc1 (stereo not given)
→ 10, 3.1, 8, 0.0
CCOC(=O)C1=C(C)N=c2s/c(=C\c3ccc(OC(C)=O)cc3)c(=O)n2C1c1ccc(OC(C)=O)cc1 (stereo not given)
→ 3, 0.3, 2, 0.0
O=C(C1CC2CCC1C2)N1CCN(c2cccc(C(F)(F)F)c2)CC1 (stereo not given)
→ -8, -0.6, -4, 0.1
CCN(CC)C(=O)[C@@H]1C[C@@H](NCc2ccccc2C(F)(F)F)CN1Cc1ccncc1
→ -3, 0.9, -17, 0.1

Results in MITF primary, for 4 of the compounds above:
Compound,MITF primary
O=C(O)CCC(=O)N1N=C(c2c(-c3ccccc3)c3cc(Br)ccc3[nH]c2=O)CC1c1ccccc1F (stereo not given),4
O=C(NCCCN1CCCC1=O)C1CCN(c2ccc(Cl)nn2)CC1,3
Cc1nc2cc(C(=O)NCCN3CCOCC3)ccc2n1-c1cccc(F)c1,0
CCOC(=O)N1CCN(CC(O)COc2ccc([N+](=O)[O-])cc2)CC1 (stereo not given),-12
